RAD54 branch: inhibitors of human RAD54 branch migration, primary screen, biochemical, fluorescence, single point. DNA repair and recombination protein RAD54-like (Homo sapiens), Q92698. RAD54 Holliday junction branch migration, FAM/BHQ fluorescence. inhibition, % at 10.4 µM. 360,000 tested, 0.14% active. AID 602329, 2012;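 active means mean normalized replicate activity at least 40 and at least half of replicates scoring 40 or more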;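 further: 0% = median of neutral control wells and 100% = median of positive control wells; inhibitors cause a drop in the FAM fluorescence signal; in these data hits start at about 50%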
Xi reactivation: activators of inactive X chromosome reactivation, primary screen, imaging, XiGFP fibroblasts, GFP high-content imaging, set 2. XiGFP mouse fibroblasts, % GFP-positive cells imaging, 3 d; cells co-treated with 5-aza-dC sensitizer; scaled so ellipticine positive control = 100%. activation, % at 7.58 µM. 360,000 tested, 0.055% active. AID 743238, 2013;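 active means mean normalized replicate activation at least 10% and every replicate at or above 10%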;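 further: 0% = median of on-plate neutral control wells and 100% = ellipticine 6 µM median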
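Schedule: 3 d treatment, 15 min room-temperature fixation; system: 68-5-11 XiGFP fibroblast line; buffer or medium: DMEM plus 5-aza-dC sensitizer; control set: ellipticine 6 µM positive control; compound: one concentration, pinned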
esBAF inh: Bmi1 luciferase reporter increase in mESCs, primary screen, esBAF inhibitor project, mouse ES cells, Bmi1 luciferase knock-in, single point; 24 h; 100% = twice the neutral-well signal; reporter increase, % at 12.5 µM; 350,000 tested, 2% active; AID 602393, 2012; in the data active means activation above about 40%;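 further: 0% = median of the plate's neutral control wells and 100% = double that signal; a rise in the Bmi1 reporter signal indicates esBAF inhibition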
F508del corr: F508del CFTR correction, initial screen, CFBE line, single point. CFBE cells, YFP halide quenching; stimulated with forskolin plus potentiator P3; % fluorescence drop versus neutral controls. activity (quench increase), % at 7.58 µM. 350,000 tested, 0.36% active;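 active means mean added fluorescence quench of at least 8% versus neutral control, with both replicates also reaching 8%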;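 further: cells transiently co-express mutant CFTR-F508del with the halide-sensitive YFP; corrector assay measuring rescue of mutant channel to the surface after 24 h compound exposure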
RAD52 inh: RAD52 DNA annealing inhibitors, primary screen, biochemical, FRET, single point, set 2 | DNA repair protein RAD52 homolog (Homo sapiens), P43351 | recombinant RAD52 DNA annealing, FRET fluorescence | inhibition, % at 18.7 µM | 360,000 tested, 0.46% active | AID 651710, 2012;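 active means every replicate showing at least 50% inhibition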
Target sequence (P43351 whole entry, looked up): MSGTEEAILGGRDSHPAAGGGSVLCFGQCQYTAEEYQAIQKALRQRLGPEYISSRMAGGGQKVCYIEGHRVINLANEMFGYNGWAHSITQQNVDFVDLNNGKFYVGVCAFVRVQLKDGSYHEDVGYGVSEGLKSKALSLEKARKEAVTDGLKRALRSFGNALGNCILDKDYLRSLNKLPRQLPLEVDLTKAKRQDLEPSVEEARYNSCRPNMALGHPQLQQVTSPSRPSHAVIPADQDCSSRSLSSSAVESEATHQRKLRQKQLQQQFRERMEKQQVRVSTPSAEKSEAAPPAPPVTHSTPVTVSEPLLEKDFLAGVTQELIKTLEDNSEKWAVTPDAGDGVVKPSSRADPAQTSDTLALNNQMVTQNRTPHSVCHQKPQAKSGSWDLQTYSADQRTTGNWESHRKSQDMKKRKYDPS
ERAP1 inh: human ERAP1 aminopeptidase inhibitors, primary screen, biochemical, single point, plate reader | Endoplasmic reticulum aminopeptidase 1 (Homo sapiens), Q9NZ08 | recombinant ERAP1, Leu-AMC fluorescence, 60 min | inhibition, % at 10.7 µM | 340,000 tested, 0.15% active;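 active means mean replicate inhibition of at least 30%, or all replicates individually reaching that 30% level; inactive means mean below 30% and not every replicate reaching it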;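 further: 0% = neutral control wells and 100% = L-leucinethiol positive control wells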
ARNT-TACC3 inh: disruptors of ARNT/TACC3 protein interaction, primary screen, biochemical, AlphaScreen, single concentration; Transforming acidic coiled-coil-containing protein 3 (Homo sapiens), Q9Y6A5; AlphaScreen His-ARNT PAS-B/GST-TACC3 binding, luminescence; TACC3 fragment carries E629A point mutation; inhibition, % at 9.99 µM; 390,000 tested, 0.66% active;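 active means mean inhibition of replicates at least 50% and at least half of replicates each reaching 50%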;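 further: 0% = complete ARNT plus TACC3 wells and 100% = ARNT alone without TACC3; many hits fall short of the cut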
INS-1E GSIS act: GLuc luminescence reporter in INS-1E cells, primary screen for activators of glucose-dependent secretion of insulin; INS-1E GLuc reporter insulin secretion, 2-3 h; activation, % at 16.6 µM; 370,000 tested, 0.61% active;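 active means lowest replicate activation of at least 40%, so every replicate reaches that level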;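 further: 0% = median of neutral control wells and 100% = median of IBMX positive control wells; some compounds called inactive have numbers as strong as hits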
Starred values were filed as active, the others as inactive; · = not tested or not shown; & = joins results of further samples.

SMILES,Xi reactivation,RAD54 branch,F508del corr,ERAP1 inh,ARNT-TACC3 inh,INS-1E GSIS act,RAD52 inh,esBAF inh
COC(=O)c1[nH]c2cc(C)ccc2c1NC(=O)CN1CCOCC1,0.0,·,-0.1,1,-7,33,-6,·
CSc1ccc(OC2(C)CCN(Cc3ccc(OC(F)(F)F)cc3)C2)cc1 (centres undefined),0.5,-12,-3.4,-3,·,-26,5,-9
COc1ccc(N/N=C(C)/C(=N/O)C(=O)Nc2ccccc2)cc1,0.0,0,-0.3,-1,1,6,-8,-11
Clc1ccccc1OCCN1CCC(Cc2ccccc2)CC1,-0.4,-1,2.1,-1,5,-15,14,-4
NCCCNc1ccc([N+](=O)[O-])cc1C(F)(F)F,1.2,·,1.0,11,-5,4,-3,·
COCCSc1ccccc1C(=O)Nc1ccccc1C#N,0.0,-7,0.0,2,-3,10,-2,-8
CCOC(=O)c1cc(=O)c2ccc(OCC(=O)Nc3ccccc3)cc2o1,0.1,·,1.8,·,-8,0,-12,·
CC1(C)CC(=O)C(CC(=O)Nc2ccc(S(N)(=O)=O)cc2)=C(O)C1,·,5,·,-4,1,14,-6,-5
CC(C(=O)Nc1ccc(C#N)cc1)N(C)CC(=O)Nc1ccccc1Br (centres undefined),0.0,·,1.4,-4,-1,-1,-18,·
COc1ccc(NC(=O)N(C)C[C@H]2OCCCC[C@H](C)Oc3ccc(NS(=O)(=O)c4ccc(F)cc4)cc3C(=O)N([C@@H](C)CO)C[C@@H]2C)cc1,0.0,-1,-2.6,2,-2,-18,-1,-7
COc1ccc(S(=O)(=O)N(C)C[C@H]2OCCCC[C@H](C)Oc3ccc(N(C)C)cc3C(=O)N([C@@H](C)CO)C[C@@H]2C)cc1,0.0,3,-0.2,0,·,-4,-8,-7
COC1OC(CO)C(N(C)C(C)=O)C1O (centres undefined),·,-7,-1.1,1,1,4,1,1
O=C(c1cccnc1)N1C[C@@H]2[C@H](c3ccccc31)[C@H](CO)N2C(=O)C1CCCC1,0.4,-17,1.1,1,-11,7,10,0
CC(=O)Nc1cc(C(=O)NCc2ccco2)ccc1Sc1ccc(Cl)cc1,1.1,·,·,-4,-6,·,-33,·
Cc1cccc(NC2SC(=O)NC2=O)c1 (centres undefined),0.0,-3,-4.2,-4,-4,3,-2,3
Cc1ccc(Cn2c(C(CO)Nc3nc(-c4ccc(Cl)c([N+](=O)[O-])c4)cs3)nc3ccccc32)cc1 (centres undefined),0.0,3,0.3,1,35,-26,-1,1
CN(CCc1cn[nH]c1)C(=O)CC1C(=O)NCCN1Cc1ccccc1C(F)(F)F (centres undefined),0.1,·,-1.4,1,·,-12,-60,·
O=C(N[C@H]1CC[C@@H](CCNS(=O)(=O)Cc2ccccc2)O[C@@H]1CO)c1cnccn1,0.5,9,-0.5,0,0,-5,2,1
COc1ccc(CN2CC(=O)N(c3cccc(Cl)c3)C2=S)cc1OC,0.0,2,1.1,0,-10,-1,-8,0
CN(C)S(=O)(=O)c1ccc(C(=O)Oc2coc(CSc3ncccn3)cc2=O)cc1,0.0,·,1.0,1,·,1,-17,·
CCCC(=O)N1CCN(c2nc3ccc(Br)cc3s2)CC1,0.1,-3,-0.6,1,-14,-31,7,66*
CC(C)C#Cc1ccc([C@@H]2[C@H](CO)N3C(=O)CN(C(=O)NC4CCCCC4)C[C@@H]23)cc1,0.1,·,1.7,0,·,-6,11,·
CCCCC(=O)N1CCCC(C)C1 (centres undefined),0.0,0,-3.6,1,-15,11,-16,2
COCC(=O)N1[C@H](C#N)[C@@H](c2ccccc2-c2cccc(F)c2)[C@@H]1CO,0.0,·,1.4,3,·,-2,1,·
CCN(CC)CCOC(=O)C(Cc1cccc2ccccc12)CC1CCCO1 (centres undefined),0.0,5,-0.1,-3,·,5,4,-7
CO[C@@H]1CN(C)C(=O)c2cc(NC(=O)c3ccccc3F)ccc2OC[C@@H](C)N(CC2CC2)C[C@H]1C,-0.3,3,1.6,-7,3,6,14,2
Cc1ccc2c(CN(C)Cc3cccc(F)c3)cc(=O)oc2c1,-0.1,4,0.1,1,-8,-42,-7,90*
COCCNC(=O)C(=O)NCC(c1ccc2c(c1)OCO2)N1CCN(c2ccc(F)cc2)CC1 (centres undefined),0.0,-4,3.2,5,6,-8,-3,-2
COc1ccc(NC(=O)C(=O)Nc2cccc3ccccc23)c(OC)c1,0.0,-10,2.7,-1,-9,4,5,9
COc1cc(Cl)ccc1OCc1cc(C(=O)N(C)C2CCOC2)no1 (centres undefined),0.0,-3,1.3,0,-2,12,-13,55*
N#Cc1c(SCC(=O)Nc2nc3ccc(Br)cc3s2)sc2c(O)cc(=O)[nH]c12,0.1,-10,7.6,0,8,32,-63,·
CC(C)NC(=O)Nc1ccc2c(c1)C(=O)N(C)[C@@H]1CC[C@H](CC(=O)Nc3ccccc3)O[C@H]1CO2,0.3,-8,-0.6,0,-4,-1,2,-4
O=C(NCCCN1CCCC1=O)C1CCN(S(=O)(=O)c2cccc(Cl)c2Cl)CC1,0.0,5,4.4,0,1,-1,9,5
CCS(=O)(=O)N1Cc2cc(C(=O)NCCOC)nc(-c3cccc(-c4ccncc4)c3)c2[C@@H]1CCO,0.0&0.1,-1,-0.3,2&-2,3,6&1,-3&-13,-4
CC(=O)Nc1ccc(CN2CCCC(C(=O)c3cccc(C(F)(F)F)c3)C2)cc1 (centres undefined),0.0,·,0.8,-4,4,-1,-6,·
Cc1cccc(NC(=O)CN2C(=O)S/C(=C\c3ccc(O)c([N+](=O)[O-])c3)C2=O)c1,0.3,·,-1.8,-6,2,-44,1,·
Cc1ccc(OCC(=O)N(C)CC(=O)Nc2ccccc2Cl)c([N+](=O)[O-])n1,0.0,1,-3.7,0,2,5,7,-7
CC(NS(C)(=O)=O)C(c1cccs1)N1CCN(c2ccccc2F)CC1 (centres undefined),·,1,·,·,5,4,·,-1
CC1CCCN(C(=O)NC2CC(=O)N(c3ccc4c(c3)OCCO4)C2)C1 (centres undefined),0.2,2,-0.2,2,-3,3,-4,-9
CCCC#Cc1cnc2c(c1)C(=O)N([C@@H](C)CO)C[C@@H](C)[C@H](CN(C)S(=O)(=O)c1ccccc1)O2,-1.1,·,1.9,3,·,-3,0,·
Cc1ccc(C(=S)N2CCN(Cc3ccccc3)CC2)s1,0.1,·,-0.5,0,9,-12,-15,·
COCCSc1nnc(NC(=O)C2CCN(C(=O)c3ccco3)CC2)s1,0.0,1,0.0,1,-1,13,-9,-2
COc1ccccc1N1CCN(C(c2cccs2)c2nnnn2C2CCCC2)CC1 (centres undefined),·,-1,0.2,-1,-4,-3,-1,-4
N=C1S/C(=C\c2ccco2)C(=O)N1c1ccc2c(c1)OCO2,0.1,-2,3.0,-18,0,41,-11,9
CC(=O)Cn1ncc(Br)c(Br)c1=O,2.1,0,-7.2,-2,1,53,5,-84
CC(C)NC(=O)N[C@@H]1CC[C@@H](CC(=O)NC2Cc3ccccc3C2)O[C@@H]1CO,0.0,3,-2.4,1,-1,-3,-4,1
C[C@@H]1CN([C@@H](C)CO)S(=O)(=O)c2ccc(C#Cc3ccccc3F)cc2O[C@H]1CN(C)CC1CC1,-0.9,-4,-1.0,-2,-4,-7,-14,1
Oc1c(C=C2N=c3ccccc3=N2)sc(=S)n1-c1ccccc1,0.0,-3,-1.3,0,3,78,-23,3
COc1ccc(S(=O)(=O)N2CCCCCC2)cc1NC(=O)c1ccccc1,0.0,-1,-0.4,-2,-9,2,-3,0
CO[C@H]1CN(C)C(=O)c2ccc(NC(=O)c3cccc(Oc4ccccc4)c3)cc2OC[C@H](C)NC[C@@H]1C,-0.1,·,0.7,1,·,-7,12,·

Next part.
SMILES,Xi reactivation,RAD54 branch,F508del corr,ERAP1 inh,ARNT-TACC3 inh,INS-1E GSIS act,RAD52 inh,esBAF inh
C/C=C/c1cnc2c(c1)C(=O)N([C@H](C)CO)C[C@@H](C)[C@@H](CN(C)S(=O)(=O)c1ccccc1)O2,-0.3,-5,1.0,3,2,9,-6,0
CC(C)=C[C@H]1C[C@H](C)[C@H]2CC[C@H](C)c3c(O[C@@H]4O[C@@H](C)[C@@H](O)[C@@H](O)[C@@H]4O)c(O)c(C)c1c32,·,-13,4.5,0,·,·,36,-1
CN(C)C1=NC[C@H](Cc2ccccc2)N1CCC1CCCC1,0.0,2,2.3,-7,-3,-1,-16,0
COc1ccccc1C(=O)N1CC(=O)Nc2ccc(C)cc2C1c1ccc(F)cc1 (centres undefined),0.2,-9,1.4,2,2,13,3,6
OC1COC(c2ccccc2)OC1C1OC(c2ccccc2)OCC1O (centres undefined),·,3,0.0,-2,-3,-6,-1,-4
CC1=C(C(=O)NCc2ccccn2)C2(CCC(C)CC2)OC1=O (centres undefined),-0.1,10,4.5,3,9,8,-2,-2
COc1ccc(OC)c(NC(=O)C2CCN(S(C)(=O)=O)CC2)c1,·,5,-3.7,-4,-10,6,-8,-7
CC(C)=CC(=O)OCC(=O)Nc1ccc(Cl)cn1,·,6,·,·,2,16,·,2

Two entries from above, set out differently.
Value order: Xi reactivation	RAD54 branch	F508del corr	ERAP1 inh	ARNT-TACC3 inh	INS-1E GSIS act	RAD52 inh	esBAF inh
> CC(C)=CC(=O)OCC(=O)Nc1ccc(Cl)cn1
    ·	6	·	·	2	16	·	2
> OC1COC(c2ccccc2)OC1C1OC(c2ccccc2)OCC1O (centres undefined)
    ·	3	0.0	-2	-3	-6	-1	-4
